esBAF inh: Bmi1 luciferase reporter increase in mESCs, primary screen, esBAF inhibitor project, mouse ES cells, Bmi1 luciferase knock-in, single point | 24 h; 100% = twice the neutral-well signal | reporter increase, % at 12.5 µM | hit rate 2% among 350,000; in the data active means activation above about 40%; inconclusive means no clear call, values can overlap the other calls;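 further: 0% = median of the plate's neutral control wells and 100% = double that signal; a rise in the Bmi1 reporter signal indicates esBAF inhibition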
RAD54 branch: inhibitors of human RAD54 branch migration, primary screen, biochemical, fluorescence, single point; DNA repair and recombination protein RAD54-like (Homo sapiens), Q92698; RAD54 Holliday junction branch migration, FAM/BHQ fluorescence; inhibition, % at 10.4 µM; hit rate 0.14% among 360,000;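 active means mean normalized replicate activity at least 40 and at least half of replicates scoring 40 or more; inconclusive means only one of the two criteria met; inactive means mean below 40 and under half of replicates reaching 40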;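 further: 0% = median of neutral control wells and 100% = median of positive control wells; inhibitors cause a drop in the FAM fluorescence signal; in these data hits start at about 50%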
Target sequence (Q92698 whole entry, looked up): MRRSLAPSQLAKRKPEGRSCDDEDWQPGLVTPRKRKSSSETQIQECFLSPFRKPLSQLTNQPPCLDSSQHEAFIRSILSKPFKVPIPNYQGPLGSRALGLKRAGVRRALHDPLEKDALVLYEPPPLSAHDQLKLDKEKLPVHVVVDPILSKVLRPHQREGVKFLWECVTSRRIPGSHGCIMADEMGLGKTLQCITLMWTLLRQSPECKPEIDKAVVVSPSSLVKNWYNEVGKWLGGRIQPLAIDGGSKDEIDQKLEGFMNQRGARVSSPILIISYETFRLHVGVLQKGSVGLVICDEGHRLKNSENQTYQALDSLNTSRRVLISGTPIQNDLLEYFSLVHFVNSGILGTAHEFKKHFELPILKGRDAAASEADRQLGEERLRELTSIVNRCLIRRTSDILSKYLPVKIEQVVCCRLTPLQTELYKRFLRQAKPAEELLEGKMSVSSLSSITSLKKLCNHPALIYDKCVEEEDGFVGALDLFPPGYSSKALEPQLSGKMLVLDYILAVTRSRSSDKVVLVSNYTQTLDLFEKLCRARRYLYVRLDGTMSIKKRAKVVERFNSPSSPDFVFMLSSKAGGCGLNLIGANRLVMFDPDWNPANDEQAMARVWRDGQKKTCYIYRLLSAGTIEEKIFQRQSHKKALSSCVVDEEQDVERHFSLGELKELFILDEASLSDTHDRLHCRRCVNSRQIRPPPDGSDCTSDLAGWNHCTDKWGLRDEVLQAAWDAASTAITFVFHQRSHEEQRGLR
Active calls of the source: *. The list is partial; count on the stated rates, not on these rows.

What do the screens show for `COC(=O)c1nn(C23CC4CC(CC(C4)C2)C3)c2c1C(=O)N(c1ccc(Br)cc1)C2=O`?
esBAF inh: 0; RAD54 branch: 1

Results for C[C@@H](CN1CCC[C@H]1CN1C(N)=NC[C@@H]1Cc1ccccc1)N1C[C@@H](Cc2ccccc2)N(CCc2ccc(Cl)c(Cl)c2)C1=N ?
esBAF inh: -6; RAD54 branch: 36

How did CC(C)c1onc(C(=O)Nc2ccc3c(c2)OCO3)c1[N+](=O)[O-] do in these assays?
esBAF inh: inconclusive; RAD54 branch: -1

Results for CC(C)(C)NC(=O)C1N(c2cccnc2)C(=O)C2C(C(=O)Nc3ccccc3F)C3(C)C=CC21O3 (centres undefined) ?
esBAF inh: -6; RAD54 branch: -8

How did CCN(CC)CCNc1nc(-c2ccccc2)c2c(c1C#N)CC(C)(C)OC2 do in these assays?
esBAF inh: 2; RAD54 branch: -4

How did CSCC[C@H](NC(=O)OC(C)(C)C)c1nnc(SCC(=O)Nc2c(C)cccc2C)o1 do in these assays?
esBAF inh: 1; RAD54 branch: -7

Results for Cc1c(NS(=O)(=O)N2CCCCC2)c(=O)n(-c2ccccc2)n1C ?
esBAF inh: 0; RAD54 branch: 6

What do the screens show for `CC(C)Cn1c2nc3ccccc3nc2c2c(=O)n(CCN3CCOCC3)cnc21`?
esBAF inh: -3; RAD54 branch: -5

What do the screens show for `C=CCN1/C(=C(\C#N)C2=NS(=O)(=O)c3ccccc32)N(C)c2ccccc21`?
esBAF inh: -4; RAD54 branch: -5

Results for Oc1ccc(/C=N/NC(=S)NCC2CCCO2)cc1 (centres undefined) ?
esBAF inh: 5; RAD54 branch: -17

How did N#Cc1c(SCc2ccccc2)nc(N2CCOCC2)c2c1CCCC2 do in these assays?
esBAF inh: -1; RAD54 branch: -1

How did COc1ccc(NC(=S)NCCCn2ccnc2)cc1 do in these assays?
esBAF inh: -6; RAD54 branch: -7

How did c1ccc(OCCSc2nc3ccccc3o2)cc1 do in these assays?
esBAF inh: 87*; RAD54 branch: 18

How did C=C(C)CSc1nnc([C@H](CCSC)NC(=O)OC(C)(C)C)o1 do in these assays?
esBAF inh: -3; RAD54 branch: -11

How did CSc1nc2oc3c(c2c2nncn12)CC(C)(C)SC3 do in these assays?
esBAF inh: -48; RAD54 branch: -3

How did CCOC(=O)C1CCN(C(=O)c2c(-c3c(F)cccc3Cl)noc2C)CC1 do in these assays?
esBAF inh: 5; RAD54 branch: 8

How did O=C1CC(C(=O)NC2CCCCC2)C(c2ccccc2)O1 (centres undefined) do in these assays?
esBAF inh: -4; RAD54 branch: -2

What do the screens show for `COc1ccc(C2=NOC(CN3C(=O)c4ccccc4S3(=O)=O)C2)cc1` (centres undefined)?
esBAF inh: 23; RAD54 branch: 3

Results for CCOC(=O)N1CC=C2C(C#N)=C(N)C(C#N)(C#N)[C@H](c3ccc(OC(C)C)c(OCC)c3)[C@H]2C1 ?
esBAF inh: -4; RAD54 branch: -5

How did CCC(=O)NS(=O)(=O)c1cccnc1Nc1ccc(Cl)cc1 do in these assays?
esBAF inh: -5; RAD54 branch: -6

How did O=C1C=C(O)CC(c2cccs2)C1 (centres undefined) do in these assays?
esBAF inh: -2; RAD54 branch: 1

What do the screens show for `Cc1ccc(S(=O)(=O)N2CCN(Cc3nc4ccccc4n3C)CC2)cc1`?
esBAF inh: 2; RAD54 branch: -2

What do the screens show for `COc1ccc(C[C@H]2CN3C(=NC[C@@H]3C(C)C)N2CCNC(=O)c2ccc(C)c(Br)c2)cc1`?
esBAF inh: -61; RAD54 branch: 6

Results for O=C(Nc1ccc2nc(-c3cccnc3)[nH]c2c1)C1CCCCC1 ?
esBAF inh: 25; RAD54 branch: 6

What do the screens show for `NS(=O)(=O)c1ccc(NC(=O)CN2CCN(Cc3ccccc3)CC2)cc1`?
esBAF inh: 3; RAD54 branch: 4

What do the screens show for `Cc1ccc2[nH]c(=O)c(CN(CCc3ccccc3)Cc3nnnn3CC3CCCO3)cc2c1` (centres undefined)?
esBAF inh: 1; RAD54 branch: 2

How did CCOC(=O)N1CCN(c2ccc(O)cc2)CC1 do in these assays?
esBAF inh: -11; RAD54 branch: 1

What do the screens show for `CCCc1cc(=O)n2[nH]c(-c3ccccc3)cc2n1`?
esBAF inh: 39; RAD54 branch: 10

What do the screens show for `CCN1C(=O)N(C)C(N(O)C(=O)NC)C1(C)C` (centres undefined)?
esBAF inh: -9; RAD54 branch: -8

What do the screens show for `Cc1cc(N2CCN(c3ccccc3)CC2)n2nnnc2n1`?
esBAF inh: -1; RAD54 branch: 1

How did O=C(NCC(=O)N(c1cccnc1)C(C(=O)NC1CCCC1)c1ccco1)c1cccs1 (centres undefined) do in these assays?
esBAF inh: 0; RAD54 branch: -5

How did COc1cc(-c2nnc(Sc3ccc(C(F)(F)F)cc3[N+](=O)[O-])o2)cc(OC)c1OC do in these assays?
esBAF inh: 1; RAD54 branch: 6

Results for CCc1ccc(NC(=O)C2CCN(S(C)(=O)=O)CC2)cc1 ?
esBAF inh: 1; RAD54 branch: -5

What do the screens show for `Cc1cc(C(=O)O)ccc1N/C=C1\CCCC(C)C1=O` (centres undefined)?
esBAF inh: 64*; RAD54 branch: 10

Results for O=C(C1CCCN(S(=O)(=O)c2cccs2)C1)N1CCN(C2CCCCC2)CC1 (centres undefined) ?
esBAF inh: 3; RAD54 branch: -5

How did O=C(/C=C/c1cccc([N+](=O)[O-])c1)NCc1cccnc1 do in these assays?
esBAF inh: 9; RAD54 branch: -15

Results for C#CCOCCOCCOCCNc1nc(N2CCN(C(=O)CCCCCCCCCCNC(=O)Cn3cc(C[C@@H](C)O)nn3)CC2)nc(N2CCN(C(=O)CCCCCCCCCCNC(=O)[C@H](CCCCN)n3cc(C[C@@H](C)CC)nn3)CC2)n1 ?
esBAF inh: 0; RAD54 branch: -2

Results for COc1ccc(CCNC(=O)c2noc3c2CCCC3)cc1OC ?
esBAF inh: 4; RAD54 branch: -11

What do the screens show for `C=CCSC1=C(C#N)C(c2ccccc2OC)CC(=O)N1` (centres undefined)?
esBAF inh: 5; RAD54 branch: 2

How did CC1(C)CC(=O)c2sc(NS(C)(=O)=O)nc2C1 do in these assays?
esBAF inh: -3; RAD54 branch: -7

How did CCSc1nnc2c(Cl)cc(Cl)cn12 do in these assays?
esBAF inh: -2; RAD54 branch: 5

How did Cc1cc(C)n(C(=O)C(C)N2C(=O)c3ccccc3C2=O)n1 (centres undefined) do in these assays?
esBAF inh: 1; RAD54 branch: 1

What do the screens show for `C#CCOCCOCCOCCNc1nc(N2CCN(C(=O)CCCCCCCCCCNC(=O)Cn3cc(C[C@@H](C)O)nn3)CC2)nc(N2CCN(C(=O)CCCCCCCCCCNC(=O)[C@@H](CCSC)n3cc(CCO)nn3)CC2)n1`?
esBAF inh: 13; RAD54 branch: 0

What do the screens show for `COc1ccc(/C=N/NC(=O)CSc2nnc(C)n2-c2ccccc2)c(OC)c1OC`?
esBAF inh: 8; RAD54 branch: 1

Results for CC1=NN(C(=O)c2ccc(Cn3nc(C)c([N+](=O)[O-])c3C)cc2)C(O)(C(F)(F)F)C1 (centres undefined) ?
esBAF inh: -1; RAD54 branch: 6

Next section; it opens with the 6 that closed the last part.
How did CC1(C)CC(=O)c2sc(NS(C)(=O)=O)nc2C1 do in these assays?
esBAF inh: -3; RAD54 branch: -7

How did CCSc1nnc2c(Cl)cc(Cl)cn12 do in these assays?
esBAF inh: -2; RAD54 branch: 5

How did Cc1cc(C)n(C(=O)C(C)N2C(=O)c3ccccc3C2=O)n1 (centres undefined) do in these assays?
esBAF inh: 1; RAD54 branch: 1

What do the screens show for `C#CCOCCOCCOCCNc1nc(N2CCN(C(=O)CCCCCCCCCCNC(=O)Cn3cc(C[C@@H](C)O)nn3)CC2)nc(N2CCN(C(=O)CCCCCCCCCCNC(=O)[C@@H](CCSC)n3cc(CCO)nn3)CC2)n1`?
esBAF inh: 13; RAD54 branch: 0

What do the screens show for `COc1ccc(/C=N/NC(=O)CSc2nnc(C)n2-c2ccccc2)c(OC)c1OC`?
esBAF inh: 8; RAD54 branch: 1

Results for CC1=NN(C(=O)c2ccc(Cn3nc(C)c([N+](=O)[O-])c3C)cc2)C(O)(C(F)(F)F)C1 (centres undefined) ?
esBAF inh: -1; RAD54 branch: 6

How did Cc1c(/C=N/NC(=O)c2cc(=O)[nH]c(=O)[nH]2)c2ccccn2c1C(=O)c1ccccc1 do in these assays?
esBAF inh: -6; RAD54 branch: -5

Results for COc1cc(-c2ccccc2)nc2ccccc12 ?
esBAF inh: 1; RAD54 branch: 0

How did Cc1nn(-c2nc3ccccc3s2)c(N)c1Sc1ccc(F)cc1 do in these assays?
esBAF inh: 89*; RAD54 branch: -3

What do the screens show for `CCCN(CCO)Cc1ccc(Br)cc1`?
esBAF inh: -3; RAD54 branch: -1

What do the screens show for `C=CCNc1cnn(-c2ccc(C)cc2)c(=O)c1Cl`?
esBAF inh: 16; RAD54 branch: 6

How did COCCNC(=O)c1ccc(CN2CCOCC2)cc1 do in these assays?
esBAF inh: -6; RAD54 branch: 3

Results for N#CCSCC(=O)Nc1ccc(F)cc1 ?
esBAF inh: -11; RAD54 branch: -1

How did S=C(NCCC1=CCCCC1)Nc1ccccc1 do in these assays?
esBAF inh: 52*; RAD54 branch: -2

What do the screens show for `CC(C)Oc1ccc(N2C(=O)c3ccccc3C2=O)cc1`?
esBAF inh: 26; RAD54 branch: -4

What do the screens show for `O=S(=O)(N/N=C1/CCCc2ccccc21)c1ccc(Br)cc1`?
esBAF inh: 6; RAD54 branch: 7

Results for COC(=O)c1c(NC(=O)Cn2cc([N+](=O)[O-])cn2)sc2c1CCC2 ?
esBAF inh: -11; RAD54 branch: -2

What do the screens show for `O=C(Nc1nccs1)c1cccc(NC(=O)c2ccco2)c1`?
esBAF inh: 2; RAD54 branch: 2

Results for C=C(C)CSCc1nc2ccccc2[nH]1 ?
esBAF inh: 18; RAD54 branch: -1

What do the screens show for `CCOC(=O)Cc1nnc(NC(=O)COc2ccc(OC)cc2)s1`?
esBAF inh: -2; RAD54 branch: 7

How did C#CCOCCOCCOCCNc1nc(N2CCN(C(=O)CCCCCCCCCCNC(=O)Cn3cc(CCCCCN)nn3)CC2)nc(N2CCN(C(=O)CCCCCCCCCCNC(=O)[C@H](CO)n3cc(CCCSC)nn3)CC2)n1 do in these assays?
esBAF inh: -1; RAD54 branch: -30

How did Cc1nc2ccccc2n1CCC(=O)Nc1cccc(F)c1 do in these assays?
esBAF inh: 14; RAD54 branch: 1

How did N#Cc1cc2cc3c(cc2nc1N1CCOCC1)OCO3 do in these assays?
esBAF inh: 15; RAD54 branch: 0

What do the screens show for `CC(=O)N1CCC(C(=O)Nc2ccccc2)(N(Cc2ccccc2)C(=O)c2cccnc2)CC1`?
esBAF inh: 21; RAD54 branch: 10

Results for COc1ccc(Cn2c(N)c(S(=O)(=O)c3cccs3)c3nc4ccccc4nc32)cc1 ?
esBAF inh: 5; RAD54 branch: -3

What do the screens show for `O=c1c2ccccc2nc2n1CCS2`?
esBAF inh: 7; RAD54 branch: 2

What do the screens show for `N#C/C(=C/c1ccc(Sc2nc3ccccc3[nH]2)o1)c1cccc(F)c1`?
esBAF inh: 2; RAD54 branch: -3

How did COc1cc(C(=O)Oc2ccccc2/C=N/NC(=O)c2ccc(Cl)cc2Cl)cc(OC)c1OC do in these assays?
esBAF inh: 47*; RAD54 branch: 4

How did O=C(Nc1ccc(F)c(F)c1)C1CCCN(S(=O)(=O)c2cnc[nH]2)C1 (centres undefined) do in these assays?
esBAF inh: -6; RAD54 branch: -5

Results for CCN(CC)CCNC(=O)C1c2ccccc2C(=O)N(C)C1c1cn(C)c2ccccc12 (centres undefined) ?
esBAF inh: 4; RAD54 branch: -1

How did CCOc1ccccc1-n1c(SCC(=O)NC2CCCC2)nnc1-c1ccoc1C do in these assays?
esBAF inh: -4; RAD54 branch: 3

Results for Cc1cccn2c(=O)c(C=O)c(Nc3ccccc3)nc12 ?
esBAF inh: -6; RAD54 branch: -11

Results for O=C(NCc1ccccc1)c1cc(S(=O)(=O)N2CCOCC2)ccc1F ?
esBAF inh: -7; RAD54 branch: -9

How did CC(=O)SCCC(=O)N1C(C)CCCC1C(=O)O (centres undefined) do in these assays?
esBAF inh: -1; RAD54 branch: 2

How did CC1CCCC(C)N1S(=O)(=O)c1ccc(NC(=O)CNCC2CCCO2)cc1 (centres undefined) do in these assays?
esBAF inh: 1; RAD54 branch: 2

Results for COc1ccc(CN2CCC(CNC(=O)NC3CCCCC3)CC2)cc1 ?
esBAF inh: -2; RAD54 branch: 8

What do the screens show for `N=c1n(CCN2CCOCC2)c2ccccc2n1CC(O)COc1ccccc1` (centres undefined)?
esBAF inh: -9; RAD54 branch: 1

Results for COc1cc(OC)c(CN2CCN(c3ccc(F)cc3)CC2)cc1Br ?
esBAF inh: -10; RAD54 branch: -21

How did CCCNC(=O)c1ccc2c(=O)c(O)c(-c3ccc(OC)cc3)[nH]c2c1 do in these assays?
esBAF inh: -47; RAD54 branch: 10

Results for O=C(c1cccc(F)c1)N1CCC(N2CCCCCC2)CC1 ?
esBAF inh: 0; RAD54 branch: -3

How did COc1ccc(OCC(=O)Nc2ccc(NC(=O)c3ccco3)cc2)cc1 do in these assays?
esBAF inh: 19; RAD54 branch: 4

What do the screens show for `CCOc1ccccc1N1CN(CC)CNC1=S`?
esBAF inh: 1; RAD54 branch: 1

Results for CCOC(=O)C1=C(C)OC(N)=C(C#N)C1c1ccc(C)o1 (centres undefined) ?
esBAF inh: -1; RAD54 branch: -21

2 compounds drawn at random from those above:
Results for COc1cc(OC)c(CN2CCN(c3ccc(F)cc3)CC2)cc1Br ?
esBAF inh: -10; RAD54 branch: -21

Results for CCOC(=O)C1=C(C)OC(N)=C(C#N)C1c1ccc(C)o1 (centres undefined) ?
esBAF inh: -1; RAD54 branch: -21

Screens: PubChem, Broad Institute
